MIN6 prolif – induces beta-cell replication in MIN6 cells | MIN6 cells proliferation, ATPlite luminescence, 48 h; cells starved in 0.2% serum; 100% = growth in 10% serum | AID 2380 | 330,000 compounds, 0.29% hits | proliferation, % at 10 µM;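 active = compounds whose signal lies at least 3.5 SD above the mean of all wells on their plate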;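 note: 0% = DMSO-treated cells in low-serum medium and 100% = 10% serum control; some compounds called inactive have numbers as strong as hits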
TIM10 inh – growth inhibitors of TIM10 yeast strain; S. cerevisiae TIM10 strain growth, BacTiter-Glo luminescence, 24 h; inhibition, % at 10 µM; 330,000 compounds, 1.4% hits; AID 463195;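 active = inhibition of 40% or more at the single tested concentration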;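 note: wild-type TIM10 isogenic control strain grown at permissive 25 °C; 0% = DMSO yeast wells and 100% = minimal medium wells without yeast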
GRIN3A LBD mod – modulators (binders) of human NR3A ligand-binding domain; NR3A LBD differential scanning fluorimetry, Tm shift; 0% = protein alone, 100% = glycine-bound protein; Tm shift relative to glycine control, % at 25 µM; 340,000 compounds, 2.5% hits; AID 1259313;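 active = melting temperature shift of at least 10% of the positive control shift, at one fixed dose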
MPTP block – permeability transition pore inhibition; inhibition, % at 10 µM; isolated mouse mitochondria, Ca2+ swelling absorbance, 30 min; 360,000 compounds, 1.4% hits;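 active = inhibition of 50% or more, scaled per plate between neutral and stimulator controls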;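 note: 0% = DMSO wells given calcium and 100% = 1 mM EGTA wells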
NALP3 yeast inh – blocks the NALP3 inflammasome reconstituted in yeast; Yeast reconstituted NLRP3/ASC/caspase-1, beta-gal luminescence, 24 h; inhibition, % at 10 µM; 330,000 compounds, 0.39% hits; AID 2825;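 active = inhibition of 50% or more; inactive = inhibition below 50%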;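 note: plate controls were induced DMSO wells for no effect and uninduced yeast grown without galactose for full effect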
tim23-1 inh – inhibits growth of tim23-1 mutant yeast; S. cerevisiae tim23-1 growth, BacTiter-Glo luminescence, 24 h; AID 463212; 330,000 compounds, 1.3% hits; inhibition, % at 20 µM;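 active = growth inhibition of the mutant yeast at or above 50%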;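 note: temperature-sensitive mutant grown at 25 °C; plate controls were DMSO-treated mutant yeast for no effect and medium wells lacking yeast for full effect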
APJ antagonist – APJ receptor antagonism | inhibition, % at 20 µM | 330,000 compounds, 0.32% hits | CHO-K1 APJ beta-arrestin complementation, luminescence | AID 2521 | P35414;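 active = inhibition above about 40% at 20 µM, limit read from the data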;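 note: cells challenged with 10 nM apelin-13 agonist together with compound; plate controls were apelin-13 plus DMSO wells for no effect and DMSO wells lacking apelin-13 for full effect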
Target sequence (P35414 whole entry, looked up): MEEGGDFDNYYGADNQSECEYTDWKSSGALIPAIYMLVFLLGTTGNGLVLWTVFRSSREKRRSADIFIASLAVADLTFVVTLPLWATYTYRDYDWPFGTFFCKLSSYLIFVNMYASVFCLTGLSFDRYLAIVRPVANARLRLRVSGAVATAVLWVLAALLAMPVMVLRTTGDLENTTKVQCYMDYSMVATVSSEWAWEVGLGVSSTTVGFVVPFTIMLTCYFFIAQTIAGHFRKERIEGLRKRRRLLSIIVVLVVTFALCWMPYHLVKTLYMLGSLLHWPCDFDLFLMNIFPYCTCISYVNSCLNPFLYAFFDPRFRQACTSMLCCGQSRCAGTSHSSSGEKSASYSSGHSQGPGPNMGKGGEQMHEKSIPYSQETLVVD
APJ agonist – APJ receptor agonism; P35414; CHO-K1 APJ PathHunter beta-arrestin, luminescence; 0% DMSO wells, 100% apelin; activation, % at 20 µM; 330,000 compounds, 0.11% hits;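 active = activation more than six SD over the plate average, tested at 20 µM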;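 note: 0% = DMSO alone and 100% = apelin-13 at 10 nM; some results filed as inactive read as strong as hits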
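Material: engineered CHO-K1 APJ arrestin reporter cells; amount: 1000 CHO-K1 reporter cells seeded per well; incubation: compound stimulation 90 min at 25 °C, detection 60 min; signal: luminescent beta-gal fragment complementation, chemiluminescent substrate; read-out basis: APJ agonist activity; controls: DMSO-only wells as negative, 10 nM Apelin-13 as positive control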
tim10-1 inh – tim10-1 yeast growth inhibition | S. cerevisiae tim10-1 ts strain growth, BacTiter-Glo, 24 h | inhibition, % at 20 µM | 330,000 compounds, 2.2% hits | AID 463190;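 active = inhibition of at least 40%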;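 note: mutant grown at 25 °C; 0% = DMSO wells with yeast and 100% = wells holding no yeast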
Starred values were filed as active, the others as inactive; . = no result given.

compound | MIN6 prolif | TIM10 inh | GRIN3A LBD mod | MPTP block | NALP3 yeast inh | tim23-1 inh | APJ antagonist | APJ agonist | tim10-1 inh
CCN(CC)CCC(c1ccc(N(C)C)cc1)c1c(OC)cc(OC)c2ccc(=O)oc12 (centres undefined) | -3 | 13 | -1 | 0.2 | -8 | 14 | 8 | -6 | 11
CC(C)c1cccc(C(C)C)c1NC(=O)COC(=O)c1ccc2c(c1)S(=O)(=O)c1ccccc1C2=O | 0 | -14 | -2 | 0.6 | 7 | -21 | -38 | 3 | 18
Cn1c(CNS(=O)(=O)c2ccc(Br)cc2)n[nH]c1=S | -1 | 12 | -1 | -1.9 | 8 | 6 | 18 | -2 | 12
CCN(C(=O)COC(=O)c1ccccc1NCCO)c1cccc2ccccc12 | -5 | 21 | -2 | -0.7 | 12 | 21 | -70 | 8 | 17
CCOc1ccc(OCC)c(NC(=O)CSc2nnnn2CC)c1 | -4 | -20 | 4 | 0.0 | 5 | -8 | 5 | -4 | 8
CCOCCCNC(=S)N(Cc1ccccc1)Cc1nc2ccccc2c(=O)[nH]1 | -1 | 15 | -2 | 0.6 | 11 | 12 | 4 | -1 | 21
O=C(c1ccccc1)N1CCN(C(=O)c2cc3nc(-c4ccccc4)cc(C(F)(F)F)n3n2)CC1 | 0 | -17 | -1 | -1.4 | 0 | 9 | 5 | 0 | -9
CCC(c1nnc(SCC(=O)NCCc2ccc(Cl)cc2Cl)o1)N(C)C (centres undefined) | -2 | 29 | 1 | -0.9 | 13 | 18 | 18 | 0 | 20
Cc1ccccc1N1C(=O)C2ON(c3ccccc3)C(c3cccnc3)C2C1=O (centres undefined) | -3 | -4 | -2 | 0.0 | 7 | 3 | 18 | -4 | 16
CC(c1ccco1)N(C(=O)c1cc(Cl)cc(Cl)c1)c1ccccn1 (centres undefined) | 0.0* | 9 | 1 | -3.2 | 13 | 42 | 8 | 1 | 31
CCOC(=O)CC(=O)Nc1nnc(C(C)C)s1 | 2 | 14 | 2 | -0.4 | 3 | 2 | -1 | -2 | 16
N#CCSc1ccccc1NC(=O)COC(=O)CCN1C(=O)C2CC=CCC2C1=O (centres undefined) | 0 | 4 | 1 | -1.0 | 8 | -9 | 0 | 0 | -15
COc1ccc(C(=O)C(OC(=O)c2ccccc2)c2ccccc2)cc1 (centres undefined) | -4 | 12 | 2 | 1.2 | 16 | 26 | 0 | -2 | 25
Brc1cc2c(cc1/C=N/Nc1nc3ccccc3s1)OCO2 | -2 | 6 | 0 | 3.4 | 18 | -17 | 5 | -5 | 21
COc1ccc(NC(=O)CSc2nnc(N)s2)cc1 | -3 | -14 | -1 | 15 | 12 | 1 | 8 | -5 | -2
CCCC1=Nc2cc(C(=O)N3CCCC3)ccc2Sc2ccc(C)cc21 | -2 | -11 | -2 | -0.2 | 7 | 9 | -1 | 5 | 20
CCn1c(CN2CCOCC2)nnc1SCC(=O)Nc1ccc(C)cc1 | 2 | 12 | 2 | 0.1 | 1 | 3 | 10 | 6 | -4
CC(Oc1ccc(C(=O)c2ccccc2)cc1)C(=O)N1CCOCC1 (centres undefined) | 2 | 3 | -1 | -1.5 | 17 | 9 | 12 | 5 | -10
Cc1onc(-c2ccccc2)c1C(=O)n1nnc2ccccc21 | 1 | 12 | 1 | 1.8 | 10 | 42 | 3 | 1 | 32
CC(OC(=O)c1cc(=O)[nH]c2ccccc12)C(=O)NC1CCCC1 (centres undefined) | -2 | -1 | 1 | -0.2 | 11 | -12 | -8 | -5 | -15
O=C1COc2ccc(S(=O)(=O)N3CCCCC3)cc2N1 | -1 | 7 | 1 | -1.9 | 6 | 12 | -20 | -3 | -4
C=C1CCC2C(C)(C)[C@H](O)CC[C@@]2(C)[C@@H]1COc1cc(=O)oc2ccccc12 (some centres undefined) | -5 | 3 | -11 | 0.1 | 24 | 39 | -6 | 10 | 22
O=C(O)COc1ccccc1/C=N/NC(=O)CSc1nc2ccccc2n1Cc1ccccc1Cl | 1 | 14 | -4 | 2.6 | -1 | 27 | 3 | 0 | 7
CCCOC(=O)c1ccc(NC(=O)CN(C)Cc2cccs2)cc1 | -2 | -10 | -4 | -1.6 | 31 | 27 | -7 | 1 | 12
CCCc1cc(=O)oc2c(C)c(OC(C)C(=O)NCC(O)c3ccccc3)ccc12 (centres undefined) | 3 | 5 | 0 | -0.9 | -2 | 26 | 4 | -6 | 24
COc1cccc(C(CNC(=O)C2CCN(C(=O)Nc3ccccc3)CC2)N(C)C)c1 (centres undefined) | -4 | -3 | 2 | -1.3 | 6 | -13 | -6 | -4 | -8
Cc1cc(F)ccc1S(=O)(=O)N1CCCOC1CNC(=O)C(=O)NC1CCCC1 (centres undefined) | -1 | -5 | 0 | 1.0 | 6 | -8 | -7 | -1 | -11
O=C(CN1C(=O)C2CC=CCC2C1=O)Nc1ccccc1N1CCCC1 (centres undefined) | 4 | -7 | 0 | -0.7 | 3 | -6 | 9 | -5 | -10
CCOc1ccc(N2C(=O)CSC23CCCCC3)cc1 | -1 | 30 | -1 | -0.8 | -1 | 33 | 8 | 7 | 36
CCC(=O)NCCNc1ccc([N+](=O)[O-])cn1 | -2 | -1 | . | . | -4 | 5 | -20 | -5 | 3

Compound profiles (already shown):
N#CCSc1ccccc1NC(=O)COC(=O)CCN1C(=O)C2CC=CCC2C1=O (centres undefined) in the list: MIN6 prolif = 0; TIM10 inh = 4; GRIN3A LBD mod = 1; MPTP block = -1.0; NALP3 yeast inh = 8; tim23-1 inh = -9; APJ antagonist = 0; APJ agonist = 0; tim10-1 inh = -15
C=C1CCC2C(C)(C)[C@H](O)CC[C@@]2(C)[C@@H]1COc1cc(=O)oc2ccccc12 (some centres undefined) in the list: MIN6 prolif = -5; TIM10 inh = 3; GRIN3A LBD mod = -11; MPTP block = 0.1; NALP3 yeast inh = 24; tim23-1 inh = 39; APJ antagonist = -6; APJ agonist = 10; tim10-1 inh = 22

Carrying on:
Sequence of screens: MIN6 prolif	TIM10 inh	GRIN3A LBD mod	MPTP block	NALP3 yeast inh	tim23-1 inh	APJ antagonist	APJ agonist	tim10-1 inh
CC(C)(C)S(=O)c1cccs1 (centres undefined)
 : 1	-6	0	0.1	0	-2	1	7	-10
Cc1ccc(CNC(=O)Nc2ccc3c(c2)N(C)C(=O)CS3)cc1
 : 3	-7	-3	26	27	-4	5	-4	9
Cc1c(-c2ccccc2)cn2c1-c1ccc(C)n1CC2
 : -4	11	0	-0.5	8	2	3	-1	20
CC1(C)CC(=O)c2cnc(N3CCN(c4ccccc4)CC3)nc2C1
 : 0	10	-1	0.1	-9	31	6	2	28
CCN1CNC(=S)N(c2ccccc2OC)C1
 : 0	8	-2	-2.5	14	20	10	1	17
N#CC1=C(N)N(c2ccc(Oc3ccccc3)cc2)C(=O)C1
 : -4	6	0	-3.9	12	14	9	-4	8
O=C(CSc1nnc(Cc2cccs2)n1C1CCCCC1)N1CCCc2ccccc21
 : -2	31	-1	-2.1	16	28	7	12	36
COC(=O)c1cc(S(=O)(=O)N2CCN(c3ccccc3F)CC2)c[nH]1
 : 2	3	1	0.8	11	17	0	-1	22
O=c1oc(CCO)cc2ccc(-c3ccc4[nH]ccc4c3)cc12
 : -5	-31	1	-1.5	7	-8	11	0	-42
O=C(N/C(=C/c1ccc(Cl)cc1)C(=O)N1CCCC1)c1ccccc1
 : -2	21	-2	-0.1	-6	35	-3	-4	21
COc1ccc(C(=O)N2CC(=O)Nc3ccc(C)cc3C2c2ccccc2)cc1 (centres undefined)
 : -2	33	-1	1.0	22	35	5	-3	29
Cc1c(/C(O)=C2/C(=O)C(=O)N(CCN3CCOCC3)C2c2ccccn2)cnn1-c1ccccc1 (centres undefined)
 : -2	-11	-1	-2.0	11	15	-9	1	-2
CCOc1ccc(C(=O)Cn2cnnc2C#N)cc1
 : 0	12	-2	-1.7	1	9	-2	0	2
COc1cc(/C=C2\C(C)=C(C#N)c3nc(N)c(C#N)c(C)c32)ccc1OCC(=O)O
 : -6	44*	-2	2.9	8	61*	-22	3	39
COc1ccc(-c2nnc(NC(=O)C(C)C)o2)cc1
 : 2	-12	-4	-2.5	2	-15	-40	-1	-34
c1ccc(C2Nc3cccc4cccc(c34)N2)cc1
 : -5	28	0	0.8	17	42	-49	10	34
Cc1ccc(CNC(=O)Cn2cnc(S(=O)(=O)N3CCCCC3)c2)o1
 : -3	-10	-3	-2.6	5	-6	5	4	-3
O=C(N1CCCC1)C12CC3CC(C1)CC(C(=O)N1CCCC1)(C3)C2
 : -1	-3	-1	1.1	6	12	-15	-4	18
S=c1[nH]nc(CSc2nc3ccccc3s2)n1Cc1ccccc1
 : -2	18	-18	-0.3	21	3	21	-3	25
O=C(CCNC(=O)c1ccccc1Cl)NCC1CCCO1 (centres undefined)
 : 5	0	2	-0.5	17	-8	11	0	2

An excerpt from above in order of the NALP3 yeast inh value, highest first:
structure,GRIN3A LBD mod,MPTP block,NALP3 yeast inh,APJ antagonist
COC(=O)c1cc(S(=O)(=O)N2CCN(c3ccccc3F)CC2)c[nH]1,1,0.8,11,0
O=c1oc(CCO)cc2ccc(-c3ccc4[nH]ccc4c3)cc12,1,-1.5,7,11
O=C(N1CCCC1)C12CC3CC(C1)CC(C(=O)N1CCCC1)(C3)C2,-1,1.1,6,-15

Next part:
Sequence of screens: MIN6 prolif	TIM10 inh	GRIN3A LBD mod	MPTP block	NALP3 yeast inh	tim23-1 inh	APJ antagonist	APJ agonist	tim10-1 inh
COc1ccc(C2c3ccsc3CCN2C(C)=O)cc1 (centres undefined)
 : -3	18	1	0.8	1	9	-32	0	28
COc1ccc(C(=O)Cc2nnc(C)s2)c(OC)c1
 : 1	7	6	0.0	-5	12	27	-4	17
O=C(CN1C(=O)C2C3CCC(C3)C2C1=O)OCC(=O)c1ccccc1 (centres undefined)
 : 4	8	1	-0.6	1	-6	-4	9	-7
Nc1c(C(=O)Nc2ccc3c(c2)OCCO3)nnn1Cc1ccc(F)cc1
 : 3	10	3	-2.3	13	19	1	-1	9
O=C(CS(=O)(=O)c1cn(CC(=O)N2CCCC2)c2ccccc12)Nc1ccccc1
 : -1	8	1	-1.6	10	8	-16	-4	3
Nc1nccc(/C=C/c2c(F)cccc2Cl)n1
 : 5	5	-2	0.5	23	12	14	-4	10
COc1ccccc1CNC(=O)COC(=O)C1CC1
 : -2	-2	2	-0.4	12	-9	-4	-5	-10
CCOCCCNC(=O)C1(O)c2ccccc2NC(=O)N1c1ccc(C)c(C)c1 (centres undefined)
 : -2	6	0	0.1	-15	9	19	-3	-12
Cc1ccc(CNC(=O)Cn2cncn2)cc1
 : 3	2	0	1.4	-2	-6	-13	0	1
O=C1[C@H](c2ccccc2)[C@@H](c2ccccc2)N1c1ccncc1
 : .	14	-3	-0.4	.	42	.	.	14
CCSCc1nnc(SCC(=O)Nc2cccc(SC)c2)n1C
 : 0	-14	4	-2.5	6	5	-6	-4	-8
Cc1c(C(=O)N2CCCC2)oc2c1-c1nn(CC(=O)NCCCOC(C)C)cc1CC2
 : -2	-7	1	1.6	-1	2	-3	5	-2

2 entries from above, field by field.
SMILES: Cc1c(-c2ccccc2)cn2c1-c1ccc(C)n1CC2
  MIN6 prolif: -4
  TIM10 inh: 11
  GRIN3A LBD mod: 0
  MPTP block: -0.5
  NALP3 yeast inh: 8
  tim23-1 inh: 2
  APJ antagonist: 3
  APJ agonist: -1
  tim10-1 inh: 20

SMILES: CCOc1ccc(C(=O)Cn2cnnc2C#N)cc1
  MIN6 prolif: 0
  TIM10 inh: 12
  GRIN3A LBD mod: -2
  MPTP block: -1.7
  NALP3 yeast inh: 1
  tim23-1 inh: 9
  APJ antagonist: -2
  APJ agonist: 0
  tim10-1 inh: 2

Source: PubChem
